V-ATPase pH = yeast V-ATPase proton transport regulation by pHLuorin. S. cerevisiae, pHLuorin cytosolic pH fluorescence. response, % at 10 µM. 350,000 tested, 0.37% active. AID 504577; in the data active means response mostly above about 7.3%, no sharp cut-off; inactive means mostly below about 5.4%; further: actives read high; inactives centre near 0; some compounds called inactive have numbers as strong as hits; reference of the scale not given here
DSG3 Ab inh = human desmoglein-3 autoantibody binding inhibition; P32926; DSG3-coupled beads, scFv-anti-DSG3-GFP binding, flow cytometry; hits give low values; binding (percent of control), % at 10 µM; 310,000 tested, 0.48% active;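 active means binding more than 3 SD below its plate's average and above zero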;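 further: hits lower antibody fragment binding to DSG3; some compounds called inactive have numbers as strong as hits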
Keap1-Nrf2 PPI = inhibitors of human Keap1-Nrf2 protein-protein interaction; 340,000 tested, 0.15% active; Keap1 Kelch-Nrf2 peptide fluorescence polarization, 1536-well; inhibition, % at 9.4 µM; AID 504523; Q14145; in the data active means inhibition above about 12%;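 further: human Keap1 Kelch domain with fluorescein labeled Nrf2 9mer peptide probe; 0% = neutral control wells and 100% = peptide positive control; higher means more block of Keap1 binding to Nrf2 peptide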
C-LANA FP = blocks KSHV LANA C-terminal domain binding to DNA; MBP-C-LANA/FAM-LBS DNA binding, fluorescence polarization; inhibition, % at 9 µM; 340,000 tested, 0.078% active; AID 504423;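 active means highest replicate inhibition at or above 60% at 9 µM, even if other replicates fall short; inactive means all replicates below 60% inhibition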;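 further: 0% = neutral control wells and 100% = 4 µM acridine orange control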
CAL PDZ FP-1 = human CAL PDZ-peptide interaction inhibition; Q9HD26; purified CAL PDZ, TMR-peptide fluorescence polarization, 1 h; inhibition, % at 20 µM; 330,000 tested, 0.02% active; AID 504414;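 active means highest replicate inhibition of at least 40%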;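 further: plate controls were DMSO neutral control wells for no effect and unlabeled competitor peptide control wells for full effect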
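material = purified tagged CAL PDZ domain construct (CerCALP) | compound dosing = 20 µM, one dose | times = 1 h at RT | measured by = fluorescence polarization from S- and P-plane intensities, G-factor corrected | read-out = inhibition from polarization loss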
RTF Ca sens inh = cardiac RTF calcium desensitization; IANBD-labeled cardiac RTF, Ca2+ fluorescence; inhibition, % at 7.15 µM; 340,000 tested, 0.12% active;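 active means inhibition above the mean inhibition of all tested compounds plus 3 SD, cut at about 17% in these data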;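 further: assay run at fixed EC70 calcium of 1.6 mM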
CAL PDZ FP-2 = CAL PDZ (human) peptide binding inhibition | purified CAL PDZ, TMR-peptide fluorescence polarization, 1 h | inhibition, % at 24.9 µM | 300,000 tested, 0.92% active | AID 602252;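 active means mean inhibition of at least 30% with at least half of replicates also reaching 30%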;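 further: 0% = DMSO neutral control and 100% = excess unlabeled competitor peptide PRC23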
NSD2 HMT inh = NSD2 (human) methyltransferase inhibition; NSD2 peptide methylation, AlphaScreen, 120 min; inhibition, % at 12.5 µM; 310,000 tested, 0.54% active; in the data active means inhibition above about 50%
DAGLB inhibitor = diacylglycerol lipase beta (human) inhibition | AID 504411 | inhibition, % at 5.17 µM | HEK293T DAGLB membrane lysate, EnzChek fluorogenic substrate | Q8NCG7 | 340,000 tested, 0.059% active; in the data active means inhibition above about 34%;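 further: 0% = enzyme with vehicle and 100% = wells lacking enzyme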
Target sequence (Q8NCG7 whole entry, looked up): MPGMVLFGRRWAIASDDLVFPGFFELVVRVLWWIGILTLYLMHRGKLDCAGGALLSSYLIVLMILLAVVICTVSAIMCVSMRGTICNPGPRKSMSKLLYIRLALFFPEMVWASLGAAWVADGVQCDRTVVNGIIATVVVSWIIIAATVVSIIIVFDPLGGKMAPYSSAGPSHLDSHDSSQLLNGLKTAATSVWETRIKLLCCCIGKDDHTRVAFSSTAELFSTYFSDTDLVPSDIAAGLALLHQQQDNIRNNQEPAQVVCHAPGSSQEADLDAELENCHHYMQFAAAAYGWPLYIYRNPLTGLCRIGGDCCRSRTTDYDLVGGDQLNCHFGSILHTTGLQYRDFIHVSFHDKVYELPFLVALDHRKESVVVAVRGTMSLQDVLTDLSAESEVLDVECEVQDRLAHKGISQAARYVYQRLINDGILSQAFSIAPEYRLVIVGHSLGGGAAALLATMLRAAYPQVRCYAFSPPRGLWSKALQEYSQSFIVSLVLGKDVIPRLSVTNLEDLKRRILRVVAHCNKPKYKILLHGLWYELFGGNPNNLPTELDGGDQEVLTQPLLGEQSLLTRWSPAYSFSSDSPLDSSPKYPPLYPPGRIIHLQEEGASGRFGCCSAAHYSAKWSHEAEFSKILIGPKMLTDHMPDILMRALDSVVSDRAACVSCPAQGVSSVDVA
Arrestin-AP2 inh = human beta-arrestin and AP2 interaction inhibition. FITC-arrestin peptide / GST-AP2 beads, flow cytometry; AP2 beta2 appendage carries R879A mutation. inhibition, % at 10 µM. 340,000 tested, 0.31% active. AID 504490;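 active means inhibition above a set limit, near 3 SD of compounds lacking own fluorescence, cut at about 54% in these data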;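 further: plate controls were DMSO wells for no effect and 5 µM unlabelled arrestin peptide for full effect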
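Material – AP2 appendage R879A on GSH beads · Buffer or medium – PBS with 0.05% Tween 20 and 0.1% BSA · Probe or stimulus – fluorescein-tagged arrestin peptide at 50 nM final · Incubation – compound with beads 12 min RT, then probe 1 h RT · Detection – high-throughput flow cytometry of beads, ex 488, em 535 nm · Evaluation – percent response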
Starred values were filed as active, the others as inactive; . = not tested or not shown. Only part of the results is shown; count on the stated rates, not on these rows.

SMILES	V-ATPase pH	DSG3 Ab inh	Keap1-Nrf2 PPI	C-LANA FP	CAL PDZ FP-1	RTF Ca sens inh	CAL PDZ FP-2	NSD2 HMT inh	DAGLB inhibitor	Arrestin-AP2 inh
CCc1nc(Nc2ccc(F)cc2)c2oc3ccccc3c2n1	-2	99	1	4.1	-2.3	-1	-1	-2	-5	-19
COc1ccc(-c2ccc3ccccc3n2)cc1	1	.	0	1.5	-0.5	-5	-23	.	-6	26
CC(=O)Nc1ccc(/C=N/N2C(=O)NC(C)(c3ccc(OC(F)F)cc3)C2=O)cc1 (configuration not stated)	3	102	2	-1.2	-0.3	1	-3	0	-2	8
CCOC(=O)CC(=O)CSc1ncnc2c1nnn2-c1ccc(F)cc1	-1	107	0	1.5	-0.2	-3	11	-2	-5	-35
Cc1c(NC(=O)COc2ccccc2Cl)c(=O)n(-c2ccccc2)n1C	1	104	-1	1.6	-1.0	-4	41*	-1	1	9
COc1ccc(-c2cc(C(=O)N/N=C(\C)c3cccnc3)c3cc(C)ccc3n2)cc1OC	-3	105	-3	2.5	-2.5	1	-4	-1	-2	-15
CC(=O)Nc1ccc(NC(=S)NC(=O)c2cc3ccccc3o2)cc1	2	103	3	1.0	-2.3	3	-7	2	0	18
c1ccc2cc(OCCOCCOc3ccc4ccccc4c3)ccc2c1	6	98	-2	1.4	0.8	-3	-4	-3	0	3
COc1cccc(/C=C2\Oc3cc(OC(=O)N4CCOCC4)ccc3C2=O)c1	4	.	1	-0.8	-1.7	-7	4	0	-2	28
CN(C)Cc1ccc(F)cc1Sc1cc(Cl)ccc1Cl	-8	98	3	-1.1	-0.1	6	10	8	-10	-1
O=C(NNc1ccc([N+](=O)[O-])cc1)c1ccccc1Cl	-2	94	-2	1.5	0.3	2	.	.	0	41
O=C(NCCC(=O)N1CCNC1=O)OCc1ccccc1	1	99	-2	-0.7	0.5	-3	-2	0	-2	-1
CCCCCN(C(=O)CCC(=O)OCC(=O)c1c(C)cc(C)cc1C)c1c(N)n(CCCC)c(=O)[nH]c1=O	-3	103	-2	0.9	-3.1	-2	-1	-2	5	-2
Cc1cc(C)c2nc(SCC(=O)Nc3ccc(S(=O)(=O)N4CCCC4)cc3)c(C)cc2c1	-2	100	0	1.0	-0.9	-1	-5	22	-7	-4
CN1CCc2c(n(CC(O)CN3CCN(CCO)CC3)c3ccccc23)C1=O (configuration not stated)	0	96	-1	1.3	0.5	-2	-1	-1	-2	7
CCCCN1CC(COCc2ccccc2)Oc2cccc(Oc3ccc(C)cc3)c2S1(=O)=O (configuration not stated)	-2	89	-1	-0.4	0.1	2	-1	.	-26	40
Cc1ccccc1OCC(=O)N(Cc1cccc(F)c1)C1CCS(=O)(=O)C1 (configuration not stated)	3	103	2	-1.6	-1.3	2	-3	-2	-4	-6
O=C(NC1=NCCS1)c1ccc(Cl)c(S(=O)(=O)N2CCCCCC2)c1	1	99	0	2.7	-5.3	0	-5	24	-3	0
COc1ccc(CCn2c(=N)c(C(=O)NC3CCCC3)cc3c(=O)n4cccc(C)c4nc32)cc1	5	107	-7	-2.1	-3.7	-2	-2	-7	-2	6
CCN(CC)C(=O)Cn1cc(C(=O)C2CC2)c2ccccc21	2	100	-3	0.3	-0.3	-3	2	.	1	-5
CC(C)c1nc(NCCN2CCOCC2)c(C#N)c2c1COC(C)(C)C2	0	.	2	-1.0	-2.6	-2	-2	-1	1	1
COC1CCN(C(=O)c2cc(COc3cc(C)ccc3C)on2)CC1	0	102	.	.	.	.	.	-3	-3	.
O=C(CCNC(=O)C1CCN(S(=O)(=O)c2ccccc2)CC1)NCCc1cccc(F)c1	2	97	-2	-1.6	-2.4	-4	-1	0	1	0
CC(C)(CO)CNC(=O)CC1C(=O)NCCN1CC(c1ccccc1)c1ccccc1 (configuration not stated)	-1	112	-2	-0.1	-0.2	3	2	-1	0	2
Cc1ccc(Cl)cc1-n1c(=O)cc(N2CC(C)OC(C)C2)[nH]c1=O (configuration not stated)	-3	106	-2	1.0	-0.8	0	0	0	-4	0

For convenience, some entries already given:
SMILES	V-ATPase pH	DSG3 Ab inh	Keap1-Nrf2 PPI	C-LANA FP	CAL PDZ FP-1	RTF Ca sens inh	CAL PDZ FP-2	NSD2 HMT inh	DAGLB inhibitor	Arrestin-AP2 inh
CCc1nc(Nc2ccc(F)cc2)c2oc3ccccc3c2n1	-2	99	1	4.1	-2.3	-1	-1	-2	-5	-19
COc1ccc(-c2ccc3ccccc3n2)cc1	1	.	0	1.5	-0.5	-5	-23	.	-6	26
CC(=O)Nc1ccc(/C=N/N2C(=O)NC(C)(c3ccc(OC(F)F)cc3)C2=O)cc1 (configuration not stated)	3	102	2	-1.2	-0.3	1	-3	0	-2	8
CCOC(=O)CC(=O)CSc1ncnc2c1nnn2-c1ccc(F)cc1	-1	107	0	1.5	-0.2	-3	11	-2	-5	-35

The listing continues.
SMILES	V-ATPase pH	DSG3 Ab inh	Keap1-Nrf2 PPI	C-LANA FP	CAL PDZ FP-1	RTF Ca sens inh	CAL PDZ FP-2	NSD2 HMT inh	DAGLB inhibitor	Arrestin-AP2 inh
CN(C)C(=O)c1ccccc1Sc1ccc(Cl)cc1Cl	0	110	2	0.5	-0.8	1	0	-2	-4	-7
CC(CNC(=O)Cn1cnc2c(NCc3ccccc3)ncnc21)c1ccccc1 (configuration not stated)	2	99	2	-1.7	-4.5	-10	-6	.	1	20
CCC(C)(C)n1nnnc1CN1CCN(c2ccc(OC)cc2)CC1	2	103	-7	1.5	-0.1	-6	4	1	2	-15
CCc1ccc2[nH]c(=O)c(C(c3nnnn3CCOC)N3CCN(c4ccc(F)cc4)CC3)cc2c1 (configuration not stated)	-4	107	-1	-0.4	0.7	-8	-1	3	3	-8
O=C1OC/C(=C(/O)c2ccc(Cl)cc2)C1=O	-1	117	-4	-1.1	0.1	-4	-11	1	1	9
CN(CC(=O)Nc1ccccc1Br)CC(=O)Nc1ccccc1C(F)(F)F	-1	102	-5	0.3	-0.4	-6	-1	-1	-2	-19
COc1ccc(C2CC(=O)C3=C(C2)Nc2ccccc2NC3c2coc3ccccc3c2=O)cc1OC (configuration not stated)	-3	131	-2	-0.6	-2.2	10	-1	5	5	-3
S=C(Nc1ccc(Cl)c(Cl)c1)NC1CCCCC1	3	100	0	-0.1	-2.9	-7	.	-1	-12	-4
CCCOP(=O)(c1ccc(N(C)C)cc1)C(O)c1ccccc1OC (configuration not stated)	2	.	2	0.2	-0.1	-11	-4	-3	0	2
COc1ccc([C@H]2/C=C\CN(C(=O)[C@H](Cc3ccccc3)NC(=O)OCC3c4ccccc4-c4ccccc43)CC(=O)N2Cc2ccc(F)cc2)cc1	-1	102	-4	1.5	1.5	-8	-3	.	0	0
CCOc1ccc(S(=O)(=O)Nc2cc(C)ccn2)c2ccccc12	-3	83	2	1.3	-0.8	-2	-2	-1	1	3
CN1CCN(CCc2nc3cc(NC(=O)COc4ccc(Cl)cc4)ccc3n2C)CC1	7	100	-4	-0.6	-2.0	2	5	13	0	-2
O=C(O)C1C2C=CC(C2)C1C(=O)Nc1cccc(C(F)(F)F)c1 (configuration not stated)	0	111	1	-2.2	-0.7	-6	.	-1	0	40
Cc1cc[n+](-c2ccccc2)c2ccccc12	-2	107	-5	-1.6	0.0	-3	-2	0	2	1
COc1ccc(NC(=O)CSc2nnc(-c3cccs3)n2-c2ccccc2)cc1	-1	77	-3	0.8	-0.7	-6	-2	-3	-3	-5
O=C(NCC1CCCO1)C(=O)N/N=C/c1ccc(OCc2ccccc2Cl)cc1 (configuration not stated)	-1	.	0	3.0	0.7	-3	-2	.	-1	-5
CCc1ccc(NC(=O)Cn2nnc(C(=O)NCCc3ccc(OC)c(OC)c3)c2N)cc1	-1	.	1	-0.5	-2.2	0	-4	2	-1	25
COc1ccc(C(C)=O)cc1COC(=O)CNC(=O)C1CCCCC1	5	.	-7	0.4	0.1	-6	16	-3	0	3
Cc1ccccc1C(=O)/C=C1/SCC(=O)N1C	2	104	-4	1.3	-1.2	-7	2	-3	-3	8
CC1=C(C(N)=O)C(c2cccs2)NC(=S)N1 (configuration not stated)	-1	94	2	-1.6	-0.1	-1	-5	-8	1	-3
O=C(CN(Cc1ccccc1)C(=O)CNS(=O)(=O)c1ccc(F)cc1)NCC1CCCO1 (configuration not stated)	2	89	-6	-0.1	-0.8	-8	-6	.	0	-6
COc1ccc(S(=O)(=O)N2CCc3ccccc32)cc1[N+](=O)[O-]	5	96	3	-0.1	.	-9	-2	-1	0	21
O=C(c1ccc(Cl)c(Cl)c1)N1CCC(=O)N(C(COCc2ccccc2)Cc2ccccc2)CC1 (configuration not stated)	0	107	-1	2.2	0.0	-19	-2	.	-7	-4
CCOc1ccccc1N1CCN(CC(=O)Nc2ccnn2C2CCCC2)CC1	2	102	-1	-1.6	-0.4	-9	0	-1	0	31
O=C(CCN1C(=O)/C(=C/c2ccccc2Cl)SC1=S)NN1CCOCC1	-1	103	0	-1.0	-3.3	-2	0	-4	3	-2
SMILES	V-ATPase pH	DSG3 Ab inh	Keap1-Nrf2 PPI	C-LANA FP	CAL PDZ FP-1	RTF Ca sens inh	CAL PDZ FP-2	NSD2 HMT inh	DAGLB inhibitor	Arrestin-AP2 inh
COc1ccccc1OCC(=O)Nc1ccc(S(=O)(=O)Nc2cc(C)on2)cc1	-2	114	4	0.4	-1.2	-8	-5	-1	1	-13
O=C(CN(Cc1ccccc1)C(=O)CNS(=O)(=O)c1ccc(Cl)cc1)NCC1CCCO1 (configuration not stated)	1	115	0	0.7	-1.0	-26	.	0	1	-3
Cc1cccc(NS(=O)(=O)c2cccc(C(=O)NCc3ccccc3CN3CCOCC3)c2)c1	0	98	-5	-3.7	-0.5	-4	-1	0	0	-6
O=C(NCc1ccco1)c1ccc(CS(=O)(=O)Cc2ccc(Cl)cc2)o1	-2	98	-3	-1.2	.	-3	-1	4	-3	4
CCc1ccc(-n2c(SCc3c(C)noc3C)nnc2-c2ccncc2)cc1	0	102	-4	-1.0	-0.1	-6	-6	0	3	-20
O=C(Nc1ccc(Oc2ccccc2)nc1)C1CCN(Cc2ccccc2)CC1	7	111	-3	-1.4	-1.6	-13	3	-1	2	7
CC/C(=N\NC(=O)c1ccc(N(C)C)cc1)c1ccccc1	-3	100	-5	1.7	-1.5	-11	-4	0	-1	1
O=C(CCc1ccccc1)NCCC1=CCCCC1	-2	94	-4	-1.0	0.7	-4	2	28	-2	4
Cc1ccc(S(=O)(=O)NCCNc2ccc([N+](=O)[O-])cc2C(F)(F)F)cc1	5	101	4	0.0	-1.8	-7	-4	2	-1	15
CC1(C)Cc2c(C#N)c(NCCN3CCOCC3)nc(-c3ccco3)c2CO1	0	92	-1	1.1	-0.8	-6	-4	-5	0	-1
NNC(=O)Cn1c(-c2ccccc2)cc(=O)n2ncnc12	-1	114	0	0.5	-1.8	-2	-1	-1	0	33
CC(C)[C@H](NC(N)=O)C(=O)Nc1cccc([N+](=O)[O-])c1	-1	101	-4	-1.2	0.0	-3	-3	-1	0	-12
O=C(COC(=O)c1ccc[nH]c1=O)NC1CC1	-1	.	2	-0.6	-0.3	-6	-1	20	-3	-16

Source: PubChem BioAssay (several laboratories)
